PKA-R1A act: activators of PKA-R1A holoenzyme, primary screen, biochemical, fluorescence polarization, Cy5-IP20, bovine R1A, mouse PKAc; hit rate 0.083% among 340,000; PKA-R1A dissociation; scaled: DMSO 0%, 113 µM cGMP 100%; AID 504707, 2011; cAMP-dependent protein kinase type I-alpha regulatory subunit (Bos taurus) + …; activation, % at 11.4 µM;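 active means percent activation above the mean of all tested compounds plus 3 SD, cut at about 19% in these data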;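 further: higher means more PKAc released from R1A so a rise in polarization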
HTR5A ag: HTR5A agonists in luminescence cell assay, primary screen, counter-screen for OPRM1-OPRD1 heterodimer agonist project, full-deck HTS. 5-hydroxytryptamine receptor 5A (Homo sapiens), P47898. cell-based. activation, % at 9.3 µM. hit rate 0.61% among 340,000. AID 504692, 2011; in the data active means activation mostly above about 9.5%, no sharp cut-off; inactive means mostly below about 7.6%;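 further: 0% = cells with vehicle only and 100% = reference agonist; strong numbers were not always called active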
Target sequence (P47898 whole entry, looked up): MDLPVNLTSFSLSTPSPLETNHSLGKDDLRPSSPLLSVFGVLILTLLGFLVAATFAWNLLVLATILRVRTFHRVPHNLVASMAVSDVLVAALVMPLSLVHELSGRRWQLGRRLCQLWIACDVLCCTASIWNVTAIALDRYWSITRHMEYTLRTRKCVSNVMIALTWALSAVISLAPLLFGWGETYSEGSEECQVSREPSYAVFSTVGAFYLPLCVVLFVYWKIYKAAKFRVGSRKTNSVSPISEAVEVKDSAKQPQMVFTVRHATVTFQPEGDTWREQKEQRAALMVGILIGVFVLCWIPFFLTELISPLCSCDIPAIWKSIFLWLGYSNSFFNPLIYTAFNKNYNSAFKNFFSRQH
phage Ecoli inh: growth loss of phage-infected E. coli, primary screen, RecBCD inhibitor project, absorbance, with phage, HTS; inhibition, % at 11.9 µM; hit rate 0.26% among 360,000; in the data active means inhibition above about 11%
MOR-DOR inv ag: inverse agonists of MOR-DOR heterodimerization, primary screen, cell-based, luminescence; Mu-type opioid receptor (Homo sapiens) + Delta-type opioid receptor (Homo sapiens), …; cell-based MOR-DOR heterodimer luminescence, inverse agonism; inhibition, % at 9.3 µM; hit rate 0.21% among 340,000; AID 504357, 2011; in the data active means inhibition above about 22%, passing the limit was not always enough;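 further: 0% = cells with DMSO and 100% = wells without cells with DMSO; values of inactives mirror those of a sister screen read the other way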
OPRM1-OPRD1 ag: agonists of OPRM1-OPRD1 heterodimerization, primary screen, cell-based, luminescence. hit rate 0.3% among 340,000. cells. Mu-type opioid receptor (Homo sapiens) + Delta-type opioid receptor (Homo sapiens), …. activation, % at 9.3 µM; in the data active means activation above about 18%;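 further: 0% = vehicle-treated cells and 100% = reference agonist; values of inactives mirror those of a sister screen read the other way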
Mot1-301 SUMO: yeast Mot1-301 growth rescue at high temperature, primary screen, SUMOylation pathway inhibitor project, S. cerevisiae, ATP luminescence, 38.5C; S. cerevisiae Mot1-301 growth rescue; percent above DMSO median, 100 means doubled; growth rescue, % at 18.8 µM; hit rate 1% among 320,000; AID 2716, 2010;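 active means every valid replicate shows activation above 250% relative to neutral control wells; inactive means the rest, any valid replicate at or below 250%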;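 further: OY570 slx delta 5 strain wells were the positive control but not used for scaling; some compounds called inactive have numbers as strong as hits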
AddAB inh: growth inhibition of E. coli expressing H. pylori AddAB, primary screen, AddAB inhibitor project, absorbance | inhibition, % at 11.9 µM | hit rate 0.29% among 330,000 | AID 435030, 2010; in the data active means inhibition above about 12%;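 further: 0% = vehicle wells of infected cells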
PfHsp90 yeast 2: growth inhibition of PfHsp90-expressing yeast, primary screen, antimalarial PfHsp90 inhibitor project, S. cerevisiae, BacTiter-Glo luminescence, single point, set 2; BacTiter-Glo ATP, 48 h; yeast lacking PDR1 and PDR3 efflux regulators; inhibition, % at 9.4 µM; hit rate 0.32% among 310,000; AID 504621, 2011;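 active means every replicate shows inhibition above about 80%, whatever the replicate mean, limit read from the data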;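 further: 0% = DMSO neutral controls and 100% = 20 µM radicicol positive controls; yeast relying on Plasmodium falciparum Hsp90 in place of its own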
E coli growth: E. coli V3065 growth inhibition, primary screen, counter-screen for AddAB inhibitor project, absorbance, OD600; hit rate 0.27% among 330,000; AID 449728, 2010; 18 h; inhibition, % at 11.9 µM;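 active means inhibition above the campaign's mean inhibition across all tested compounds plus 3 SD, cut at about 9.9% in these data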;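 further: uninfected addAB+ strain grown without phage in ampicillin broth; 0% = DMSO wells and 100% = ciprofloxacin 0.95 µg/ml wells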
Pemphigus Ab inh: inhibitors of pemphigus antibody binding to DSG3, primary screen, biochemical, bead-based, flow cytometry, scFv-GFP; Desmoglein-3 (Homo sapiens), P32926; DSG3-coupled beads, scFv-anti-DSG3-GFP binding; hits give low values; binding (percent of control), % at 10 µM; hit rate 0.48% among 310,000;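 active means binding more than 3 SD below its plate's average and above zero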;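 further: hits lower antibody fragment binding to DSG3; some compounds called inactive have numbers as strong as hits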
HTR5A inv ag: HTR5A inverse agonists in luminescence cell assay, primary screen, counter-screen for OPRM1-OPRD1 heterodimer inverse agonist project, full-deck HTS; 5-hydroxytryptamine receptor 5A (Homo sapiens), P47898; HTR5A cell line, inverse agonism; inhibition, % at 9.3 µM; hit rate 0.083% among 340,000; in the data active means inhibition mostly above about 23%, no sharp cut-off; inactive means mostly below about 18%;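 further: 0% = cells with DMSO and 100% = no-cell wells with DMSO; some compounds called inactive have numbers as strong as hits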
Active calls of the source: *; . = not tested or not shown.

1. O=C(Nc1ccc(Br)cc1)c1cc2ccccn2n1
2. COc1ccccc1Cn1c(=S)[nH]c2cc(C(=O)NC(C)C)ccc2c1=O
3. Cc1cc(=O)c2cccc(Br)c2[nH]1
4. Cc1ccc(N(Cc2cc3ccc(C)cc3[nH]c2=O)S(=O)(=O)c2ccccc2)cc1
5. Fc1ccc(N2CCN(Cc3cnc(Oc4ccc(Br)cc4)s3)CC2)cc1
6. CCCCC(=O)Nc1nc2c(OC)cc([N+](=O)[O-])cc2s1
7. Cc1cc(C)c(S(=O)(=O)N(C)CC(N)=O)c(C)c1
8. Cc1cc(C(=O)NCC(c2ccco2)N2CCCC2)c2ccccc2n1 (stereo not given)

compound no.,1,2,3,4,5,6,7,8
PKA-R1A act,-5,-3,7,-6,-18,14,-5,-10
HTR5A ag,0,3,11,-2,0,9,-1,-4
phage Ecoli inh,3.7,2.3,1.2,0.6,0.9,2.8,-0.5,1.6
MOR-DOR inv ag,-1,7,10,-11,12,-23,-12,2
OPRM1-OPRD1 ag,0.1,-1.2,-1.8,2.3,-2.3,4.7,2.0,-0.6
Mot1-301 SUMO,3,1,3,-3,11,47,6,-5
AddAB inh,3.9,.,-1.8,2.2,0.6,4.1,-1.2,0.1
PfHsp90 yeast 2,-13,-21,3,-9,-6,-1,0,1
E coli growth,-0.3,.,2.7,-1.3,-0.1,1.4,-0.2,-1.8
Pemphigus Ab inh,88,91,96,98,98,.,96,99
HTR5A inv ag,0,-12,-29,-36,11,-32,3,9

9. COc1ccccc1CNC(=O)C(=O)c1cn(CC(=O)N2CCCC2)c2ccccc12
10. Fc1ccc(C2=Nn3c(nnc3-c3n[nH]c4c3CCC4)SC2)cc1
11. O=C(Nc1ccc([N+](=O)[O-])cc1)Nc1ccc(Cl)cc1F
12. Clc1cccc(Oc2ncc(CN3CCOCC3)s2)c1
13. CS(=O)(=O)N(CC(=O)O)c1cccc(Cl)c1
14. CC(=O)c1ccc(S(=O)(=O)N2CCN(C(C)=O)CC2)cc1
15. Cc1ccc([N+](=O)[O-])cc1-c1[nH]c(-c2ccc(O)c(O)c2)nc1-c1ccccc1
16. Cc1ccc(S(=O)(=O)N(CC(=O)N2CCOCC2)C2CCCCC2)cc1

compound no.,9,10,11,12,13,14,15,16
PKA-R1A act,2,2,-3,-2,-7,-8,9,12
HTR5A ag,3,3,-1,4,2,7,-2,-6
phage Ecoli inh,2.9,1.5,11,2.1,0.0,-0.8,6.4,4.0
MOR-DOR inv ag,13,3,4,-9,14,9,-3,-3
OPRM1-OPRD1 ag,-3.2,-0.7,-0.7,1.8,-2.6,-1.9,0.7,0.7
Mot1-301 SUMO,-13,1,13,196,222,6,1,630
AddAB inh,2.2,1.8,7.0,0.2,1.6,0.5,3.8,-0.8
PfHsp90 yeast 2,13,6,17,7,-20,-5,.,3
E coli growth,-1.3,-0.1,9.8*,1.4,1.2,-0.6,0.2,-3.6
Pemphigus Ab inh,111,.,103,98,96,87,99,103
HTR5A inv ag,-9,31,4,-12,-15,13,0,15

Arranged by heavy-atom count (rising): part of the list above
12. Clc1cccc(Oc2ncc(CN3CCOCC3)s2)c1
14. CC(=O)c1ccc(S(=O)(=O)N2CCN(C(C)=O)CC2)cc1
15. Cc1ccc([N+](=O)[O-])cc1-c1[nH]c(-c2ccc(O)c(O)c2)nc1-c1ccccc1

compound no.,12,14,15
PKA-R1A act,-2,-8,9
HTR5A ag,4,7,-2
phage Ecoli inh,2.1,-0.8,6.4
MOR-DOR inv ag,-9,9,-3
OPRM1-OPRD1 ag,1.8,-1.9,0.7
Mot1-301 SUMO,196,6,1
AddAB inh,0.2,0.5,3.8
PfHsp90 yeast 2,7,-5,.
E coli growth,1.4,-0.6,0.2
Pemphigus Ab inh,98,87,99
HTR5A inv ag,-12,13,0

Next part:
17. CC(C)(C)c1ccc(S(=O)(=O)N2CCNC(=O)C2)cc1
18. CCCCc1c(C)nn(-c2nnc3c4ccccc4n(CC)c3n2)c1C
19. Nc1nonc1-n1nnc(C(=O)N/N=C/c2ccc(Br)cc2)c1-c1ccc2c(c1)OCO2
20. CSc1ncccc1C(=O)Nc1cccc(S(=O)(=O)N(C)c2ccccc2)c1
21. Oc1nc(-c2ccc(Br)cc2)n2ccncc12
22. COc1ccc(N2CC(C(=O)N/N=C/c3c[nH]c4ccccc34)CC2=O)cc1 (stereo not given)
23. Cc1cc(C)n2nc(SC(C)C(=O)N(C)c3ccccc3)nc2n1 (stereo not given)
24. CC1CC2(CC(C)(C(=O)CSc3nc4ccccc4s3)OC2=O)C(=O)O1 (stereo not given)

compound no.,17,18,19,20,21,22,23,24
PKA-R1A act,-2,-2,1,7,10,-7,-4,4
HTR5A ag,0,6,2,9,6,-2,1,-5
phage Ecoli inh,3.5,-1.8,0.2,-0.2,5.1,4.8,0.1,3.4
MOR-DOR inv ag,9,-63,0,2,12,5,3,9
OPRM1-OPRD1 ag,-1.8,10,0.0,-0.4,-2.3,-0.7,-0.7,-1.9
Mot1-301 SUMO,5,-11,-6,-6,8,-14,-9,1
AddAB inh,-2.5,-0.3,2.0,0.8,0.1,2.3,-0.3,-0.1
PfHsp90 yeast 2,-1,-34,-4,-56,36,5,-1,.
E coli growth,-0.4,0.2,-2.3,-0.2,0.4,0.6,0.0,-2.0
Pemphigus Ab inh,114,99,96,.,102,110,103,87
HTR5A inv ag,-1,-25,-23,-24,-16,-34,-21,12

25. O=C(O)CCC(=O)NCC1OCCc2ccccc21 (stereo not given)
26. CCc1n[nH]c2c1/C(=N\O)CC(c1ccccc1)C2 (stereo not given)
27. CCN1CCN(C(=O)C(Cc2ccccc2)NC(=O)c2ccc(Cl)c(S(=O)(=O)N(C)C)c2)CC1 (stereo not given)
28. O=[N+]([O-])c1cccc(NC(=S)N2CCc3ccccc32)c1
29. O=C(NC1CCCc2ccccc21)c1ccc(Cl)nc1 (stereo not given)
30. CCc1cc2cccc(C)c2nc1SCC(=O)Nc1nonc1C
31. C/C(=N\O)c1cccc(Br)c1
32. COc1cccc(/C=N/NC(=O)c2ccc3nc[nH]c3c2)c1

compound no.,25,26,27,28,29,30,31,32
PKA-R1A act,-5,-6,-4,4,-2,-15,-4,4
HTR5A ag,-2,4,-1,0,8,-4,5,0
phage Ecoli inh,0.2,3.2,0.8,2.4,2.2,0.9,1.8,3.5
MOR-DOR inv ag,10,6,1,10,16,2,13,5
OPRM1-OPRD1 ag,-1.7,-1.3,-0.2,-1.9,-3.8,-0.4,-2.6,-1.0
Mot1-301 SUMO,9,-13,197,0,-3,17,27,79
AddAB inh,-1.9,2.9,-2.7,.,3.3,2.1,4.2,5.2
PfHsp90 yeast 2,6,-13,12,-11,-13,-12,-1,-25
E coli growth,-4.1,-0.7,-0.6,.,0.2,-2.5,-0.3,-0.2
Pemphigus Ab inh,104,102,107,99,.,102,116,.
HTR5A inv ag,-9,6,2,-14,-20,9,-6,0

33. CCCNC(=O)C(Cc1ccc(Cl)cc1)NC(=O)c1ccc(-c2ccccc2)cc1 (stereo not given)
34. COc1ccccc1/C=N/Nc1nccnc1Cl
35. Cc1cccc(C)c1NC(=O)CN1C(=O)COc2ccccc21
36. CC(C)c1ccc(NC(=O)CSc2n[nH]c(=O)n2-c2cccnc2)cc1
37. CC1CCc2sc(C(=O)Nc3ccc(N4CCOCC4)cc3)cc2C1 (stereo not given)
38. CO/N=C/C(C(C)=O)C(=O)Nc1ccc(Cl)cc1Cl (stereo not given)
39. CCCOC(=O)N[C@@H]1C(=O)N2C(C(=O)OCCC)=C(C)CS[C@H]12
40. CN(c1ccc(C(=O)NCCCn2ccnc2)cc1)S(C)(=O)=O

compound no.,33,34,35,36,37,38,39,40
PKA-R1A act,13,6,-4,-8,-11,-13,-3,3
HTR5A ag,1,0,-1,9,-1,4,-2,-2
phage Ecoli inh,1.0,-0.8,2.2,-2.1,3.3,4.4,-3.4,-2.4
MOR-DOR inv ag,-55,11,6,11,6,6,12,4
OPRM1-OPRD1 ag,10.0,-2.3,-1.3,-2.1,-1.3,-1.3,-2.2,-0.9
Mot1-301 SUMO,1,8,9,-29,-1,-4,4,1
AddAB inh,-1.4,-2.1,0.3,-0.4,1.4,1.8,3.7,-2.8
PfHsp90 yeast 2,-20,-1,-15,-13,-13,-30,14,-6
E coli growth,0.7,-3.2,0.7,-1.6,2.4,-2.9,2.7,-0.8
Pemphigus Ab inh,108,123,99,.,103,98,99,116
HTR5A inv ag,-3,-37,16,6,4,-20,18,7

41. CCC(c1nnc(SCC(=O)Nc2nnc(-c3ccccc3)o2)o1)N(C)C (stereo not given)
42. O=C(NCCCN1CCN(c2ccccc2F)CC1)C1CCN(S(=O)(=O)N2CCOCC2)CC1
43. COc1ccccc1N1CCN(c2ccc3ccccc3n2)CC1
44. COc1ccc(CCNC(=O)C2CC(=O)N(C3CCCCC3)C2)cc1OC (stereo not given)
45. CN1C(=O)[C@@H]2[C@@H]3C[C@@H]([C@H]4ON=C(c5ccc(Cl)cc5)[C@@H]34)[C@@H]2C1=O
46. Nc1nc(NC2CCCCC2)nc(NCCO)c1[N+](=O)[O-]
47. CC(C)Cn1c(NCCN(C)C)nc2c1c(=O)[nH]c(=O)n2C
48. Cc1cccc(NC(=O)CN2C(=O)c3ccccc3S2(=O)=O)n1
49. CC(C)Cc1nc2oc3c(=O)[nH]cnc3c2c2c1CCC2
50. Oc1ccc(N=Nc2n[nH]c(-c3ccc(Br)cc3)n2)cc1

compound no.,41,42,43,44,45,46,47,48,49,50
PKA-R1A act,2,1,0,-4,-3,-2,-11,-4,-6,4
HTR5A ag,5,11,7,-2,1,-1,4,4,0,0
phage Ecoli inh,0.6,-1.5,3.9,0.2,1.7,1.8,-2.6,-0.5,1.7,5.2
MOR-DOR inv ag,19,-5,-5,16,6,8,4,0,0,-3
OPRM1-OPRD1 ag,-3.6,0.8,0.8,-3.1,-1.2,-1.9,-0.8,0.1,0.1,0.5
Mot1-301 SUMO,4,.,-6,-3,-10,-14,-3,-2,4,75
AddAB inh,-0.5,1.0,3.6,1.5,1.9,-1.2,4.4,1.3,-0.9,4.3
PfHsp90 yeast 2,-17,19,-21,-14,-4,-9,-19,.,.,2
E coli growth,-0.9,-0.9,2.8,0.9,0.3,-0.7,-2.8,0.7,0.1,1.3
Pemphigus Ab inh,.,103,94,106,.,113,88,106,72,98
HTR5A inv ag,-4,9,-19,6,-14,3,-18,-4,-14,26

Compound activity from PubChem.
